Source: PubChem
RAD54 branch: inhibitors of human RAD54 branch migration. Q92698. AID 602329. RAD54 Holliday junction branch migration, FAM/BHQ fluorescence. inhibition, % at 10.4 µM. actives 0.14% (n = 360,000);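 active = mean normalized replicate activity at least 40 and at least half of replicates scoring 40 or more; inconclusive = only one of the two criteria met; inactive = mean below 40 and under half of replicates reaching 40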;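 note: 0% = median of neutral control wells and 100% = median of positive control wells; inhibitors cause a drop in the FAM fluorescence signal; in these data hits start at about 50%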
GSIS activator: GLuc luminescence reporter in INS-1E cells, primary screen for activators of glucose-dependent secretion of insulin. actives 0.61% (n = 370,000). INS-1E GLuc reporter insulin secretion, 2-3 h. activation, % at 16.6 µM;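 active = lowest replicate activation of at least 40%, so every replicate reaches that level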;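 note: 0% = median of neutral control wells and 100% = median of IBMX positive control wells; some compounds called inactive have numbers as strong as hits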
RAD52 anneal inh: inhibitors of human RAD52 DNA annealing; P43351; recombinant RAD52 DNA annealing, FRET fluorescence; inhibition, % at 18.7 µM; actives 0.46% (n = 360,000); AID 651710;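 active = every replicate showing at least 50% inhibition; inconclusive = mean inhibition at least 50% but not in every replicate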
Target sequence (P43351 whole entry, looked up): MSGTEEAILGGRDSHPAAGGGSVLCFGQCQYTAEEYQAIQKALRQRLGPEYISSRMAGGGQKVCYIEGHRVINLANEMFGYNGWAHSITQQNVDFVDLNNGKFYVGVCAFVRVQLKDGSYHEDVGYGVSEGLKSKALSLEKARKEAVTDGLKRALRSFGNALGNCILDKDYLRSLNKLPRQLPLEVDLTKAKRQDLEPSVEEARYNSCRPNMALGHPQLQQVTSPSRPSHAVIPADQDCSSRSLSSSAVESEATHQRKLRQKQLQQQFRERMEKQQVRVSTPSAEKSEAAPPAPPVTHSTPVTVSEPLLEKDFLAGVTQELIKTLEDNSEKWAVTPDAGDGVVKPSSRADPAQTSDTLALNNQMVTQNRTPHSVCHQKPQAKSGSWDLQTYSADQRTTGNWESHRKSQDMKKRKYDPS
DENV2 CPE rescue: inhibitors of DENV2 cytopathic effect; DENV2-infected cells, cytopathic effect rescue, plate reader; CPE inhibition, % at 9.99 µM; actives 1.7% (n = 350,000); AID 651640; in the data active = CPE inhibition above about 20%, passing the limit was not always enough; inconclusive = no clear call, values can overlap the other calls; tested in BHK-21 cells;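 note: 0% = median of neutral control wells and 100% = median of positive control wells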
F508del corr: CFTR F508del correction in bronchial cells; CFBE cells, YFP halide quenching; stimulated with forskolin plus potentiator P3; % fluorescence drop versus neutral controls; activity (quench increase), % at 7.58 µM; actives 0.36% (n = 350,000);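 active = mean added fluorescence quench of at least 8% versus neutral control, with both replicates also reaching 8%; inconclusive = only one of the mean or replicate conditions met; inactive = mean below 8% and not both replicates reaching 8%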;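 note: cells transiently co-express mutant CFTR-F508del with the halide-sensitive YFP; corrector assay measuring rescue of mutant channel to the surface after 24 h compound exposure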
XiGFP reactiv: activators of X-chromosome reactivation in mouse fibroblasts; XiGFP mouse fibroblasts, % GFP-positive cells imaging, 3 d; cells co-treated with 5-aza-dC sensitizer; scaled so ellipticine positive control = 100%; activation, % at 7.58 µM; actives 0.055% (n = 360,000); AID 743238;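 active = mean normalized replicate activation at least 10% and every replicate at or above 10%; inconclusive = only one of the two criteria met; inactive = mean below 10% and not all replicates reach 10%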;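 note: 0% = median of on-plate neutral control wells and 100% = ellipticine 6 µM median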
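Assay system – SV40-immortalized XiGFP fibroblast cells, line 68-5-11 · Buffer or medium – DMEM supplemented with 5-aza-dC as sensitizing agent · Dosing – one concentration, pinned · Benchmarks – positive control ellipticine, 6 µM final · Times – 3 days compound exposure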
CASP6 VEID inh: blocks human caspase-6 cleavage activity; P55212; purified caspase-6, Z-VEID-R110 cleavage fluorescence; inhibition, % at 12.5 µM; actives 0.53% (n = 350,000);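 active = mean inhibition across replicates at least about 35%, with every replicate also reaching that limit, limit read from the data; inconclusive = only one of the two criteria met; inactive = neither criterion met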;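 note: 0% = median of neutral control wells and 100% = no fluorescence left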
E-selectin induc: induces E-selectin expression in human endothelial cells; HUVEC E-selectin immunofluorescence imaging; normalized: neutral wells 0, TNF-alpha wells 100; activation, % at 7.58 µM; actives 0.37% (n = 260,000); AID 686992;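 active = mean E-selectin-positive cell signal at least 10% of the positive control, reached in at least 60% of replicates, without over 20% cell loss; inconclusive = no rule given, readout overlaps actives, possibly toxicity-flagged; inactive = the rest, including those meeting only one limit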;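 note: in these data hits start at about 27%; measured in HUVEC primary endothelial cells; signal is the percent of cells scored E-selectin positive by PE staining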
Target sequence (P16581 whole entry, looked up): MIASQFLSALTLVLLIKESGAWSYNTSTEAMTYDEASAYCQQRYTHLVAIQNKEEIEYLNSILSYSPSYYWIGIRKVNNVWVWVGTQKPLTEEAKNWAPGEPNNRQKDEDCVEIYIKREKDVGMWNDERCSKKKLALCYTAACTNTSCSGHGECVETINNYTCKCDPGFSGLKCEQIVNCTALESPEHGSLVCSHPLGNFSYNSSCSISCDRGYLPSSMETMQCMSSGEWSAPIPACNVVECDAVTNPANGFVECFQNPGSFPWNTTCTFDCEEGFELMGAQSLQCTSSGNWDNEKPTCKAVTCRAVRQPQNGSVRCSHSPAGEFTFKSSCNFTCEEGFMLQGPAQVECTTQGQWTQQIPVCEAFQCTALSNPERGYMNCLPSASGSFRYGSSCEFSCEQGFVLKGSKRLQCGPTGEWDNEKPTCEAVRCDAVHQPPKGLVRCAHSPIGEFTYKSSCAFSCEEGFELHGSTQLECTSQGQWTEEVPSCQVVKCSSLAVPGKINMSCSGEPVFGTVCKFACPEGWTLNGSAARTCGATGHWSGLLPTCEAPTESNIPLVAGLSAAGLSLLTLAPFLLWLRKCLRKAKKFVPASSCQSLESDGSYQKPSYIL
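System: HUVEC / Compound: single concentration / Signal: immunofluorescence imaging / Read-out: percent E-selectin-positive cells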
The depositor's hits bear a star; ? = inconclusive; nt = not tested or not shown.

SMILES	RAD54 branch	GSIS activator	RAD52 anneal inh	DENV2 CPE rescue	F508del corr	XiGFP reactiv	CASP6 VEID inh	E-selectin induc
COc1ccc(S(=O)(=O)Nc2ccc3c(c2)CC(=O)N([C@@H](C)CO)C[C@@H](C)[C@@H](CN(C)Cc2ccc(Oc4ccccc4)cc2)O3)cc1	-6.2	-1.3	12.8	1.0	4.3	0.2	nt	0.0
COc1cc(/C=N/NC(=O)CN2CCOCC2)ccc1OCc1ccccc1	nt	-7.1	1.7	-3.1	nt	0.3	-0.6	-2.6
COCc1cn(CC[C@@H]2CC[C@@H](NC(=O)Nc3ccc(C(F)(F)F)cc3)[C@@H](CO)O2)nn1	-0.4	14.1	7.6	3.9	2.6	-0.3	-1.4	-0.1
C[C@H]1CN([C@@H](C)CO)C(=O)Cc2cc(NC(=O)Cn3cnnn3)ccc2O[C@@H]1CN(C)Cc1ccccc1	-4.4	19.4	-4.4	-5.9	0.1	0.1	-2.4	-0.1
COc1ccc(C(CNC(=O)CSc2ccccc2C)N(C)C)cc1 (configuration not stated)	0.8	1.0	-13.9	-0.7	-0.6	0.2	-12.5	0.1
O=C(CNS(=O)(=O)c1ccc(Br)cc1)OCc1cc(=O)n2cc(Br)ccc2n1	nt	nt	-13.2	10.3	0.9	0.0	9.3	nt
CCOC(=O)C1CCCN(c2c(NCCCN3CCCC(C)C3)c(=O)c2=O)C1 (configuration not stated)	12.9	nt	5.5	?	-1.1	0.0	-18.7	-0.1
Cc1cc(C)n2c(Nc3ccc4c(c3)OCCO4)c(-c3ccc(F)cc3)nc2n1	nt	-1.5	-1.2	4.0	2.0	-0.1	7.6	0.1
COc1ccc(CC(=O)NNC(=O)c2cc(C)[nH]n2)cc1	-12.9	11.8	4.8	3.6	-3.3	-0.1	-0.7	-0.3
CCNC(=O)C[C@@H]1CC[C@@H]2[C@H](COc3ccc(NC(=O)c4ccc5c(c4)OCO5)cc3C(=O)N2C)O1	5.8	6.4	8.2	-3.7	4.1	0.3	2.8	0.0
CC(=O)c1ccc(Oc2cc(C(F)(F)F)cnc2C(N)=O)cc1	-9.4	4.8	-20.1	2.1	-1.5	0.0	-5.4	nt
Cc1cccc(NC(=O)Cn2c(=O)n(CC3CCCO3)c(=O)c3ccccc32)c1 (configuration not stated)	-18.0	-15.2	-13.8	0.1	2.0	-0.1	1.2	nt
Cc1ccc(NC(=S)N(CCN2CCCCC2)Cc2ccco2)cc1C	nt	-31.5	-16.7	0.1	-0.4	-0.1	nt	0.0
CCOc1ccc(-c2nc(CCl)cs2)cc1	-9.7	1.2	-12.2	nt	1.2	nt	2.5	0.2
CN1CCN(NC(=S)Nc2ccccc2)CC1	nt	4.6	-4.5	-10.1	-2.0	0.6	9.4	nt
COc1ccccc1P(=O)(Cc1ccccc1)c1ccccc1 (configuration not stated)	-0.2	13.9	-0.9	0.2	0.3	0.4	-0.3	-0.2
CC(C)C1=C2CCCCC2NC(=O)N1 (configuration not stated)	1.0	22.8	-134.4	-2.0	2.0	nt	nt	nt
O=C(Cn1ncc2c([nH]c3ccccc32)c1=O)NCCc1ccc(Cl)cc1	-8.3	0.5	-13.4	-3.0	-2.6	0.0	1.7	nt
CO[C@H]1CN(C)C(=O)c2cc(NS(=O)(=O)c3ccccc3F)ccc2OC[C@@H](C)NC[C@@H]1C	-1.6	8.7	-14.0	65.4*	2.0	-0.3	0.0	0.0
Cc1ccc(/C=N/NC(=O)CNC(=O)c2ccc(S(=O)(=O)N(C)C)cc2)cc1	nt	1.5	-19.1	-6.8	2.0	0.0	-1.4	nt
O=C(COC(=O)c1ccc2ccccc2n1)Nc1ccccc1F	-6.1	8.5	-88.8	-5.1	-1.8	0.1	-0.4	-0.2
CCn1c2ccccc2c2cc(NC(=O)COC(=O)c3cc(OC)c(OC)cc3OC)ccc21	1.3	12.6	-24.9	40.9*	1.5	0.2	-0.5	nt
Cc1cc(C)cc(NC(=O)N2CCCC2C(=O)NCc2ccco2)c1 (configuration not stated)	nt	nt	5.6	-2.9	0.4	0.0	-0.2	2.8
C[C@@H]1CCCCO[C@@H](CN(C)C(=O)c2ccccc2)[C@@H](C)CN([C@@H](C)CO)C(=O)c2cc(NC(=O)c3ccccc3)ccc2O1	8.7	-9.8	-6.8	1.3	-1.6	0.0	0.8	nt
CC1(C(=O)NS(=O)(=O)c2ccc(Cl)cc2)CCN1C(=O)CCc1ccc(Cl)cc1Cl (configuration not stated)	0.7	13.4	-11.0	-5.4	-2.2	0.0	0.5	-0.2
C[C@@H]1CN([C@H](C)CO)C(=O)c2cc(-c3ccccc3)cnc2O[C@H]1CN(C)C(=O)c1cccnc1	nt	10.0	8.5	-2.6	-1.2	0.3	-2.0	1.7
COc1ccc(-c2sc3ccc(N4CCOCC4)cc3c2C#Cc2ccsc2)cc1	-8.8	5.4	-5.8	9.6	0.4	0.0	-1.9	0.6
CC1CC(=O)C(C2c3ccccc3CCN2C(=O)CCl)C(=O)C1 (configuration not stated)	nt	5.8	-6.3	5.8	0.9	0.0	-0.4	nt
CCOCCC(=O)Nc1ccc2c(c1)c(=O)n(C)n2CC=C(C)C	-1.6	5.6	-7.2	5.2	-0.7	0.0	0.6	0.2
Cn1c(N)c(C(=O)COC(=O)c2cccnc2Cl)c(=O)n(C)c1=O	nt	0.8	-23.5	nt	-3.5	0.1	1.7	nt
COc1cc(OC)nc(Oc2ccccc2C(=O)Oc2ccc(C)cc2)n1	3.3	-0.5	-4.9	-3.0	-0.4	nt	3.6	nt
CCNC(=O)C1(C)CCCN(C(=O)c2c(C)noc2C)C1 (configuration not stated)	-3.1	-2.4	0.9	14.4	-0.2	0.2	0.6	-0.1
CCOc1ccc(C(=O)Nc2ccc(S(=O)(=O)Nc3nccc(C)n3)cc2)cc1OCC	9.4	11.6	-12.5	-3.6	-0.1	0.1	-0.7	0.4
Cc1ccc2oc(C(=O)N(Cc3ccncc3)CC3CCCO3)c(C)c2c1 (configuration not stated)	11.5	2.2	-31.2	47.5*	1.0	0.4	0.9	-1.2
O=C(CCc1nnc(-c2ccccc2)o1)NCc1cc(F)ccc1F	nt	6.8	-16.2	-2.7	-0.2	0.0	-2.0	nt
C[C@@H]1CCCCO[C@H](CN(C)C(=O)Nc2cccc3ccccc23)[C@H](C)CN([C@@H](C)CO)C(=O)c2cc(NS(=O)(=O)c3cn(C)cn3)ccc2O1	-2.3	-15.4	nt	-10.6	2.4	0.2	nt	0.0
Cc1c(S(=O)(=O)Nc2ccc3c(c2)OCCO3)c(=O)n(C)c(=O)n1C	-1.3	5.2	0.7	-8.6	-0.4	0.3	-3.3	nt
CC(C)(C)c1ccc(C(=O)Nc2ccc(Oc3cccnc3)nc2)cc1	5.9	-38.3	-12.1	-8.5	1.3	0.2	9.4	nt
CC(=O)c1ccc(NC(=O)CSc2ccc3nnc(-c4cccnc4)n3n2)cc1	nt	-0.5	-8.0	3.6	2.2	0.1	-7.0	nt
C[C@H](NC(=O)C[C@H]1C[C@@H]2c3cc(NC(=O)CN(C)C)ccc3O[C@@H]2[C@H](CO)O1)c1ccccc1	-5.9	-7.5	14.9	1.1	-1.3	0.2	3.7	-0.1
N#Cc1c(N)nc2c(c1-c1ccc3c(c1)OCO3)CCc1ccccc1-2	-2.9	-6.5	nt	nt	nt	-0.1	nt	0.6
CN(C1CCCCC1)S(=O)(=O)c1ccc(S(=O)(=O)N2CCCC2)cc1	-10.6	-7.2	-1.2	11.4	0.6	nt	-2.1	nt
NC(=O)COc1ccccc1C(=O)O	nt	11.3	-14.4	9.6	1.6	0.0	-1.3	1.6
CCOCC(=O)NCc1ccc2c(c1)cc(C)n2C	3.5	-1.2	-39.2	6.1	-2.7	0.5	4.0	nt
NC1=C(c2ccc([N+](=O)[O-])cc2)C(=O)CO1	nt	10.7	-2.9	?	3.1	0.1	8.9	nt
C[C@@H]1CCCCO[C@H](CN(C)C(=O)C2CCCCC2)[C@H](C)CN([C@@H](C)CO)C(=O)c2cc(NC(=O)c3ccncc3)ccc2O1	-8.5	-15.1	7.9	-2.1	1.9	0.3	1.4	0.1
C[C@@H]1CN([C@H](C)CO)C(=O)c2cccc(NS(=O)(=O)c3ccc(F)cc3)c2O[C@H]1CN(C)C	-2.1	9.3	-8.2	5.5	-1.7	0.1	1.5	-0.1
CC(=O)c1ccc(OCc2cc(C(=O)NC(C)c3cnn(C)c3)no2)cc1 (configuration not stated)	5.0	0.2	-29.3	-4.6	1.0	-0.1	-3.2	-0.1
CCNC(=O)Nc1ccc2c(c1)C(=O)N(C)[C@H]1CC[C@H](CC(=O)NCC3CC3)O[C@H]1CO2	2.4	8.6	nt	0.1	2.7	0.4	nt	-0.1
O=C(Cc1c(F)cccc1Cl)NCC1CCCO1 (configuration not stated)	nt	0.3	-1.8	-2.7	3.0	nt	4.4	nt
COc1ccccc1-c1nnc(SCC(=O)Nc2ccc(N3CCOCC3)cc2)n1N	4.8	nt	1.4	-0.1	4.6	0.0	1.1	-0.1
O=C(C1CCC(=O)N(C2CC2)C1)N1CCC(Oc2cccc(C(F)(F)F)c2)CC1 (configuration not stated)	5.6	13.2	-11.0	-1.3	-0.6	0.0	nt	nt
CN1CCN(c2ccc(Cl)cc2NC(=O)c2cc(=O)[nH]c3ccccc23)CC1	11.7	3.7	-1.9	2.0	-3.5	0.2	-15.6	0.4
O=S(=O)(c1ccccc1)N(CC1CO1)c1ccccc1 (configuration not stated)	nt	33.7	-10.3	-2.1	-2.7	0.4	2.2	2.6
CCCCCCCCNC(=S)NCCN1CCCCC1	nt	-20.0	25.6	-13.3	-4.3	-0.1	-43.3	nt
COc1ccc(N2CCN(c3nc(Nc4ccc(C)c(F)c4)nc(N4CCCC4)n3)CC2)cc1	-10.0	21.2	-6.5	0.8	-2.1	0.0	-2.9	-0.2
C[C@@H]1CN([C@H](C)CO)C(=O)Cc2cc(NS(=O)(=O)c3cccs3)ccc2O[C@H]1CN(C)Cc1ccc(C(F)(F)F)cc1	-1.2	-24.2	-2.7	1.3	-0.1	0.3	3.1	-1.5
Cc1cc(OCC(=O)NCC2CCC(C(=O)O)CC2)c2c(C)cc(=O)oc2c1 (configuration not stated)	11.2	nt	-6.5	1.8	2.9	nt	-4.1	nt
Clc1cnc2nc(SC/C=C/c3ccccc3)[nH]c2c1	-5.1	0.2	-220.6	14.7	0.6	0.0	0.3	0.2
CN1CCCN(S(=O)(=O)c2ccccc2)CC1	-1.4	0.8	-12.3	1.4	-1.5	0.0	-5.6	-0.1
C[C@H]1CN([C@@H](C)CO)C(=O)c2cc(NC(=O)Cn3cnnn3)ccc2O[C@H]1CN(C)CC1CC1	-14.4	-27.4	-13.5	-6.0	0.5	-0.7	1.3	-3.9
